From PubChem
SENP6 block: inhibitors of human SENP6 protease | AID 2599 | 330,000 compounds, 1.8% hits | inhibition, % at 10 µM | Recombinant SENP6 catalytic domain, aminoluciferin luminescence | Q9GZR1;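 active = inhibition above about 50% at the single tested dose, limit read from the data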;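 also: plate controls were DMSO wells with enzyme for no effect and DMSO wells lacking enzyme for full effect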
SENP7 inh: SENP7 protease inhibition; recombinant SENP7, Z-RLRGG-aminoluciferin luminescence, 40 min; inhibition, % at 5 µM; 330,000 compounds, 1.5% hits;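 active = inhibition above about 50% at the single test dose, limit read from the data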;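 also: plate controls were DMSO with enzyme for no effect and no enzyme buffer wells for full effect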
SENP8 block-1: blocks human SENP8 cleavage of Nedd8 substrate | recombinant SENP8, Nedd8 substrate fluorescence | inhibition, % at 20 µM | 360,000 compounds, 0.64% hits | AID 602440; in the data active = inhibition mostly above about 40%, no sharp cut-off; inactive = mostly below about 27%
SENP8 block-2: SENP8 protease inhibition. purified SENP8, Z-RLRGG-aminoluciferin cleavage, luminescence. inhibition, % at 10 µM. AID 2540. 330,000 compounds, 1.2% hits; in the data active = inhibition above about 50%
HKDC1 inh: HKDC1 (human) hexokinase inhibition; Q2TB90; recombinant HKDC1, G6PDH/diaphorase resazurin coupled fluorescence; inhibition, % at 20 µM; 340,000 compounds, 0.16% hits; AID 493160;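 active = inhibition above about 35% when tested at 20 µM, limit read from the data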;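 also: plate controls were DMSO wells with enzyme for no effect and DMSO wells lacking enzyme for full effect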
Target sequence (Q2TB90 whole entry, looked up): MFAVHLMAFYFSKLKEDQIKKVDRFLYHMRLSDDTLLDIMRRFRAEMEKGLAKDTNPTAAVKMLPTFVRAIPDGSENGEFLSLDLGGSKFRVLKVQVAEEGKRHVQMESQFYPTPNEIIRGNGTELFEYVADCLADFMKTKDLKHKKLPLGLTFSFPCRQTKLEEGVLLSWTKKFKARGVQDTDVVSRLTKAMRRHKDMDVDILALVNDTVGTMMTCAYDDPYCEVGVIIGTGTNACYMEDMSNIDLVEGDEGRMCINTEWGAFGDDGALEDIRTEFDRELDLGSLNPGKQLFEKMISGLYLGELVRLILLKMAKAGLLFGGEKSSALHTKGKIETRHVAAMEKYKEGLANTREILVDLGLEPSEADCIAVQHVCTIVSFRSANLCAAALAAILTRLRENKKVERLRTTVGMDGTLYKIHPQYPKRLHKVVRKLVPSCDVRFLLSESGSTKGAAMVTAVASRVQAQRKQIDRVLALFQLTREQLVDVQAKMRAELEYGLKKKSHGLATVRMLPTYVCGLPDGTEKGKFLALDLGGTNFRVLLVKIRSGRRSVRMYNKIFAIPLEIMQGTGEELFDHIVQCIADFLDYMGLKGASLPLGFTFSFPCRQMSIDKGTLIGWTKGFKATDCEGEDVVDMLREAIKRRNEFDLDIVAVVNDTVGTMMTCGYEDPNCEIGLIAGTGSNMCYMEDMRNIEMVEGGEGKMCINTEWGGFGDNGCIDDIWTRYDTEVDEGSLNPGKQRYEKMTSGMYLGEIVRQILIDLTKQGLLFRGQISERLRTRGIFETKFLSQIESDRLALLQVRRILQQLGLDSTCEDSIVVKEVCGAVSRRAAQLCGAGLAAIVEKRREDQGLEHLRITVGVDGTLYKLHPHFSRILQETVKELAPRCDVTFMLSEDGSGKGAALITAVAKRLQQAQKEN
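Test system: Recombinant HKDC1 (HK5) hexokinase enzyme, produced in-house | Input: HKDC1 at 5 µg/mL | Buffer or medium: Tris pH 8.0 buffer with MgCl2, Tween-20, BSA, BME | Schedule: 90 min reaction incubation at room temperature, dark | Technique: Resazurin-to-resorufin fluorescence via G6PDH and diaphorase coupling, 525/613 nm | Controls: DMSO wells with and without enzyme mix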
PfG6PD inh: PfG6PD (Plasmodium falciparum) enzyme inhibition; PfGluPho enzyme, NADPH resazurin-diaphorase fluorescence; inhibition, % at 20 µM; 350,000 compounds, 0.78% hits;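 active = inhibition reaching at least a set limit at 20 µM in the primary screen, cut at about 59% in these data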;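 also: 0% = DMSO wells with substrate and 100% = DMSO wells lacking glucose-6-phosphate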
Apaf1 inhib: inhibitors of human Apaf-1 apoptosome; O14727; reconstituted apoptosome caspase-3 activity, DEVD-Rh110 fluorescence; inhibition, % at 20 µM; 330,000 compounds, 0.71% hits; active = inhibition of at least 40% at 20 µM;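 also: plate controls were DMSO wells for no effect and DEVD-CHO caspase inhibitor wells for full effect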
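System: Apoptosome proteins | Medium: Hepes pH 7.5 with detergent and BSA | Also added: Cytochrome c trigger plus (Z-DEVD)2-Rh110 caspase-3 substrate | Incubation: 30 min compound preincubation, 50 min activation, room temperature | Detection: Rhodamine 110 fluorescence at Ex 480/Em 540 nm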
SENP1 inh: SENP1 (human) catalytic domain inhibition; Q9P0U3; recombinant SENP1 catalytic domain, CyPet-SUMO1-YPet FRET cleavage; 360,000 compounds, 0.21% hits; inhibition, % at 10 µM;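 active = inhibition at least 30% at 10 µM, raw YFP signal under a set limit, fluorescence ratio 0.5 to 1.5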;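 also: 0% = enzyme with DMSO and 100% = no enzyme wells; some results filed as inactive read as strong as hits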
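System: Recombinant human SENP1 catalytic domain, His6-tagged | Incubation: Enzyme reaction for 50 min at room temperature, dark | Medium: Tris pH 8 with BME, BSA, NP40 and catalase | Also added: 25 nM SUMO1 FRET substrate | Compound: 10 µM single point, 0.5% DMSO | Measured by: FRET fluorescence in CFP and YFP emission channels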
Active calls of the source: *; / = no result given; & = joins results of further samples.

Letters: A = SENP6 block; B = SENP7 inh; C = SENP8 block-1; D = SENP8 block-2; E = HKDC1 inh; F = PfG6PD inh; G = Apaf1 inhib; H = SENP1 inh
> O=c1oc(-c2ccc([N+](=O)[O-])cc2)nc2ccc(O)cc12
  A = 95*	B = 100*	C = 7	D = 95*	E = -5	F = 24	G = 12	H = 5

> COC(=O)CCP(=O)(O)Cc1ccccc1CP(=O)(O)CCC(=O)OC
  A = 12	B = 5	C = 12	D = 7	E = 2	F = 0	G = -2	H = 0

> CC(C)(C)c1ccc(-c2nc(NCc3cccnc3)c3ccccc3n2)cc1
  A = -13	B = 2	C = -19	D = -4	E = -3	F = 46	G = 15	H = -1

> CCc1cc2ccccc2nc1SCC(=O)Nc1cc(C)on1
  A = -19	B = 0	C = 10	D = 5	E = -3	F = 5	G = -8	H = -2

> O=C(NCCCN1CCOCC1)c1ccc(Cl)cc1[N+](=O)[O-]
  A = -2	B = 0	C = 8	D = -1	E = -7	F = -13	G = -11	H = 1

> Cc1ccc(C2(SCC(N)C(=O)O)c3ccccc3-c3ccccc32)cc1 (stereo unspecified)
  A = /	B = /	C = 3	D = /	E = -1	F = 32	G = /	H = -6

> CCOc1ccc(C(=O)N/N=C/c2cccc3cccnc23)cc1
  A = 0	B = 7	C = 12	D = -3	E = 1	F = 41	G = 4	H = 2

> Cc1c(Cl)cccc1NC(=O)C(=O)NNC(=O)c1ccccc1F
  A = 5	B = 3	C = 7	D = -2	E = -2	F = -13	G = 1	H = 2

> O=S(=O)(NCc1ccccn1)c1ccc(F)cc1
  A = -1	B = 3	C = 8	D = -6	E = -7	F = 8	G = -5	H = 2

> Cc1occc1C(=O)N1CCCC(Nc2ccc(F)cc2)C1 (stereo unspecified)
  A = -11	B = 0	C = 0	D = -2	E = 1	F = 14	G = 2	H = -1

> CCC(C(=O)NC1CCCC1)N(C(=O)Cn1nnc(-c2ccc(C)o2)n1)c1cccc(O)c1 (stereo unspecified)
  A = -26	B = -1	C = -6	D = -9	E = 1	F = -12	G = 3	H = -14

> Oc1ccc(Cl)cc1CNc1ccccn1
  A = 4	B = 2	C = 9	D = -2	E = -1	F = 12	G = -7	H = -1

> Cn1c2c(c(=O)c3ccccc31)CCC(C)(C)O2
  A = -9	B = -7	C = 11	D = -7	E = -13	F = -15	G = 5	H = 3

> O=C(CN1CCN(CC(=O)Nc2ccc(F)cc2)CC1)NCC1(N2CCOCC2)CCCCC1
  A = 4	B = 4	C = 12	D = -5	E = -1	F = -6	G = 8	H = -1

> CCOc1ccc(NC(=S)N(CCOC)C(C)c2cccnc2)cc1 (stereo unspecified)
  A = -13	B = 2	C = 17	D = -3	E = -6	F = -20	G = 4	H = -1

> N=c1occ(C(=O)c2cc(F)ccc2O)cc1C(=O)NC1CCCCC1
  A = -7	B = 0	C = -12	D = 5	E = -6	F = 24	G = 2	H = 30*

> CSc1ccccc1OCc1cc(C(=O)N(C)C(C)c2ccccn2)no1 (stereo unspecified)
  A = 0	B = 4	C = -2	D = 3	E = -4	F = -12	G = 12	H = 0

> COc1ccc(CNC(=O)c2ccc(-c3ccccc3)cc2)cc1OC
  A = -11	B = 12	C = 18	D = 1	E = -11	F = -5	G = 5	H = 3

> O=C(CSc1ncnc2c1cnn2-c1ccc(F)cc1)NCc1ccc2c(c1)OCO2
  A = -18	B = -5	C = -6	D = -8	E = -2	F = -6	G = 6	H = -1

> CCN(CC)S(=O)(=O)c1ccc(C)c(NC(=O)CN2C(=O)NC3(CCCC3)C2=O)c1
  A = 10	B = 12	C = 9	D = 1	E = -7	F = 9	G = 5	H = 0

> CCOC(=O)c1cc(CC)sc1N1C(=O)CC(Sc2ncccc2C(=O)O)C1=O (stereo unspecified)
  A = 4	B = 15	C = 10	D = 3	E = -9	F = -5	G = 12	H = 1

> Cc1c(C(=O)Nc2ccc(-c3nnc4n3CCCCC4)cc2)oc2ccc(Br)cc12
  A = -32	B = -10	C = -48	D = -8	E = 5	F = 1	G = 26	H = 3

> Brc1cccc(CNc2nc3ccccc3n2CCN2CCOCC2)c1
  A = -8	B = -7	C = -2	D = -14	E = 3	F = -6	G = 4	H = 1

> Cc1sc2nc(CSCC(=O)Nc3ccc(C(F)(F)F)cc3)[nH]c(=O)c2c1C
  A = -8	B = 2	C = -130	D = 10	E = -1	F = 25	G = 3	H = -11

> O=C(Nc1ccccc1C(=O)N1CCCCC1)c1cc(F)c(F)cc1Cl
  A = -11	B = -6	C = 18	D = 1	E = -9	F = -11	G = 4	H = -1

(further entries)
| structure | SENP6 block | SENP7 inh | SENP8 block-1 | SENP8 block-2 | HKDC1 inh | PfG6PD inh | Apaf1 inhib | SENP1 inh |
| --- | --- | --- | --- | --- | --- | --- | --- | --- |
| CCOC(=O)Cc1csc(NC(=O)CSc2nnc(-c3ccncc3)n2Cc2ccco2)n1 | 21 | 12 | 8 | 0 | 4 | -18 | 6 | 2 |
| O=C1Nc2ccccc2N(O)N1c1cc(-c2ccccc2)[nH]n1 | -2 | 0 | 9 | 0 | -3 | -7 | -14 | 0 |
| Cc1nn(Cc2ccccc2Cl)c(C)c1N | -1 | 5 | 29 | -1 | 1 | -5 | 1 | -2 |
| CCOc1ccc(-c2nnn(CC#N)n2)cc1OC | -8 | 1 | 22 | -6 | -2 | -14 | -4 | 0 |
| COc1ccc(-n2c(C)cc(/C=C/c3nc(O)c([N+](=O)[O-])c(=O)[nH]3)c2C)cc1 | 10 | 4 | 12 | -1 | 0 | 4 | 23 | -8 |
| CCN(CC)C(=O)CSc1ccccc1N | 0 | 1 | 13 | -6 | -2 | -9 | -4 | -2 |
| O=C(C=Cc1ccc2c(c1)OCO2)OCC=Cc1ccc2c(c1)OCO2 | / | / | -432 | / | -3 | 9 | / | -2 |
| Cc1cccc(C(=O)N(Cc2ccco2)c2c(N)n(Cc3ccccc3)c(=O)[nH]c2=O)c1 | 9 | 10 | -9 | 4 | -4 | 7 | -12 | -9 |
| C=CCN(c1ccccc1)S(=O)(=O)c1cccc(C(=O)Oc2ccc3c(C)cc(=O)oc3c2)c1 | -6 | 0 | -398 | 3 | 20 | 18 | 2 | -141 |
| COCCn1c(SCc2ccc(C(=O)OC)o2)nc2ccccc2c1=O | -7 | -9 | -4 | -12 | -6 | 3 | -1 | 3 |
| Cc1ccc2c(CSc3nnc(C4CC4)n3N)cc(=O)oc2c1 | 6 | 8 | -6 | 3 | -12 | 14 | -23 | 3 |
| COc1cccc(NC(=O)C2CCN(c3ncccn3)CC2)c1 | 6 | 15 | -52 | 3 | 15 | 14 | 1 | 0 |
| CCOC(=O)[C@H]1[C@H]2COc3ccc(C)cc3[C@@H]2N2C(=O)CN(Cc3ccc(OC)cc3)C(=O)[C@@]12C | 8 | 2 | -12 | 7 | 1 | 2 | 5 | -8 |
| CN(C)CCC(c1ccc(Cl)cc1)c1ccccn1 (stereo unspecified) | 3&5 | 1&3 | 9&6 | 12&3 | -8&-3 | -2&1 | -9&-13 | -1&0 |
| O=C1COc2ccc(C(=O)COC(=O)Cc3ccc(F)cc3)cc2N1 | -12 | -4 | -215 | -5 | -6 | 2 | 5 | -2 |
| CCCCn1c(N)c(N(CC(C)C)C(=O)CN2C(=O)C3CCCCC3C2=O)c(=O)[nH]c1=O (stereo unspecified) | 6 | 3 | 3 | -3 | -5 | -10 | 2 | -2 |
| Nc1ncc(Br)cc1S(=O)(=O)Nc1cc(C(F)(F)F)cc(C(F)(F)F)c1 | 17 | 3 | 8 | 15 | 10 | -32 | 17 | 1 |
| Cn1c(=O)oc2ccc(C(=O)CSc3nnnn3-c3ccccc3)cc21 | 15 | 9 | -305 | 2 | -5 | 11 | 13 | -2 |
| CC(NC(=S)Nc1cccc(C(F)(F)F)c1)C(C)(C)C (stereo unspecified) | -7 | -7 | 6 | -5 | -1 | 14 | 14 | 1 |
| O=C(CNC(=O)c1cccc([N+](=O)[O-])c1)NC1CCCc2ccccc21 (stereo unspecified) | -6 | -4 | 9 | 3 | 0 | -3 | 5 | 2 |
| CCOc1ccccc1OCCCC(=O)Nc1ccc(OC)nc1 | -16 | 7 | 17 | 3 | -5 | 21 | -30 | 2 |
| COc1ccc(/C=C/C(=O)N(C)C2CCS(=O)(=O)C2)cc1 (stereo unspecified) | -1 | 7 | 8 | -6 | -2 | 13 | -7 | -4 |
| O=c1[nH]c(=S)[nH]c2c1C(c1ccc(Br)cc1)c1c([nH]c(=S)[nH]c1=O)O2 | / | / | -31 | / | 18 | 12 | / | -118 |
| Cc1csc(C)[n+]1CC(=O)c1ccccc1 | 13 | 2 | 11 | -4 | 2 | -9 | 3 | 0 |
| O=C(Cc1ccc(Br)cc1)NNC(=O)c1cccs1 | -14 | -5 | 7 | -14 | -7 | 0 | 13 | 2 |
| O=C(CSc1ccc2nnc(-c3ccccn3)n2n1)N1CCOCC1 | 2 | 0 | -68 | 7 | -7 | 2 | -2 | -5 |
| COC(=O)c1ccsc1-n1cc(C#N)c(=O)n(C)c1=O | -16 | 0 | 3 | -5 | -7 | -9 | 1 | 1 |
| COc1cc(C(=O)Nc2ccc(NC(=O)C3CC3)nc2)cc(OC)c1OC | -6 | -3 | 22 | -8 | -5 | -9 | -1 | 1 |

Grouped by structure: those above with an aryl methoxy group.
| structure | SENP6 block | SENP7 inh | SENP8 block-1 | SENP8 block-2 | HKDC1 inh | PfG6PD inh | Apaf1 inhib | SENP1 inh |
| --- | --- | --- | --- | --- | --- | --- | --- | --- |
| COc1ccc(CNC(=O)c2ccc(-c3ccccc3)cc2)cc1OC | -11 | 12 | 18 | 1 | -11 | -5 | 5 | 3 |
| CCOc1ccc(-c2nnn(CC#N)n2)cc1OC | -8 | 1 | 22 | -6 | -2 | -14 | -4 | 0 |
| COc1ccc(-n2c(C)cc(/C=C/c3nc(O)c([N+](=O)[O-])c(=O)[nH]3)c2C)cc1 | 10 | 4 | 12 | -1 | 0 | 4 | 23 | -8 |
| COc1cccc(NC(=O)C2CCN(c3ncccn3)CC2)c1 | 6 | 15 | -52 | 3 | 15 | 14 | 1 | 0 |
| CCOC(=O)[C@H]1[C@H]2COc3ccc(C)cc3[C@@H]2N2C(=O)CN(Cc3ccc(OC)cc3)C(=O)[C@@]12C | 8 | 2 | -12 | 7 | 1 | 2 | 5 | -8 |
| CCOc1ccccc1OCCCC(=O)Nc1ccc(OC)nc1 | -16 | 7 | 17 | 3 | -5 | 21 | -30 | 2 |
| COc1ccc(/C=C/C(=O)N(C)C2CCS(=O)(=O)C2)cc1 (stereo unspecified) | -1 | 7 | 8 | -6 | -2 | 13 | -7 | -4 |
| COc1cc(C(=O)Nc2ccc(NC(=O)C3CC3)nc2)cc(OC)c1OC | -6 | -3 | 22 | -8 | -5 | -9 | -1 | 1 |
